# Mcl1-Bid inh: disrupts binding of human Mcl-1 to Bid peptide; inhibition, % at 21.7 µM; TR-FRET Mcl-1/Bid-Dy647 peptide binding, 1536-well; Q07820; 0.97% of 220,000 active;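 active = compounds that cut the binding signal by more than half at the single screening dose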;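 note: His-tagged Mcl-1 with europium anti-His antibody binding Bid BH3 peptide; 0% = Mcl-1 plus peptide wells and 100% = peptide-only wells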
# Pf gametocyte: kills late stage P. falciparum gametocytes | P. falciparum stage V gametocytes, ATP luminescence, 24 h | inhibition, % at 10.9 µM | 0.065% of 150,000 active | AID 743093;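 active = inhibition above the mean plus 3 SD of compounds within the control limits, set per campaign, cut at about 38% in these data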;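 note: 0% = DMSO wells and 100% = medium only without gametocytes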
# ABCB1 block: human ABCB1 inhibition, ABCG2 as counter-screen | CCRF-Adr cells, JC-1 efflux, flow cytometry | 0.067% of 190,000 active | AID 1326 | inhibition, % at 6.6 µM | P08183; in the data active = inhibition above about 40%;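 note: 0% = vehicle and 100% = reference inhibitor; higher value means more JC-1 retained so stronger ABCB1 efflux block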
# Target sequence (P08183 whole entry, looked up): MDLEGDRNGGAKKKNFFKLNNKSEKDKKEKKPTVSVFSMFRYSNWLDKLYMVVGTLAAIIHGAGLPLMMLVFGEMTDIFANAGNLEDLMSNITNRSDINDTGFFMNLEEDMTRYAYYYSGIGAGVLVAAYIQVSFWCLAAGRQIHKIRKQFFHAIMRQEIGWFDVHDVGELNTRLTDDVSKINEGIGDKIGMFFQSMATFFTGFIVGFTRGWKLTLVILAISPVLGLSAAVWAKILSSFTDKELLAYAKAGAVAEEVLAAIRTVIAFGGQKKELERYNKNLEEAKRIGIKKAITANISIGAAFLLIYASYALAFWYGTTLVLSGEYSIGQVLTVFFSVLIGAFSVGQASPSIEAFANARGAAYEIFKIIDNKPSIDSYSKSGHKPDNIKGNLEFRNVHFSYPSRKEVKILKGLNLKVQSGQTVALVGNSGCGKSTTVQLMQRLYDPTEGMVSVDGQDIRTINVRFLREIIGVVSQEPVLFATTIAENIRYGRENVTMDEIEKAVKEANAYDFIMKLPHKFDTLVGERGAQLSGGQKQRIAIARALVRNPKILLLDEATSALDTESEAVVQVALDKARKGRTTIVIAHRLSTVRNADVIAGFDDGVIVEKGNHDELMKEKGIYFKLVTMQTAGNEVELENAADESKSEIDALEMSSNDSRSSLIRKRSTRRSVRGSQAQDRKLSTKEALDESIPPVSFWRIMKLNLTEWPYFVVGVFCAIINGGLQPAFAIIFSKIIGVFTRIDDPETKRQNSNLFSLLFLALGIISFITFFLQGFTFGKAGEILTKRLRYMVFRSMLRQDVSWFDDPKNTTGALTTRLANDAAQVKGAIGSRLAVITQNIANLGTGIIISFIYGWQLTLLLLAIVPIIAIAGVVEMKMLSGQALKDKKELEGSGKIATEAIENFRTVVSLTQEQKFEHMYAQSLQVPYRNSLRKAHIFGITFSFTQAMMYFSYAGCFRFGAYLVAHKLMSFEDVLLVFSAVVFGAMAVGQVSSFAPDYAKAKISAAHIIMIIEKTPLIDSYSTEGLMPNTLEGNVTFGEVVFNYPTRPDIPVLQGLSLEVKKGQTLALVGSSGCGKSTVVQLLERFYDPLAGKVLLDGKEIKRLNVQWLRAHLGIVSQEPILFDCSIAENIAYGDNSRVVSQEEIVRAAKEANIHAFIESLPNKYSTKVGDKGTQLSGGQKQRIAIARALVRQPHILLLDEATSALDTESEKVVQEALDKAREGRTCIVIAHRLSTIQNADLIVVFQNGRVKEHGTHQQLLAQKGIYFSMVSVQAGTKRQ
# RGS4-Gao reg: human RGS4-Galphao interaction regulation | P09471 | Multiplexed bead flow cytometry, RGS4-Galphao binding; actives lie on both sides | binding response (% of control), % at 10 µM | 0.33% of 220,000 active; in the data active = binding response below about 49% or above about 150%; inactive = in between;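 note: fluorescent Galphao activated with aluminum fluoride binding bead-coupled RGS4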
# RGS8-Gao: modulates binding of RGS8 to human Galphao. P09471. multiplexed bead flow cytometry; actives lie on both sides. response (percent of control binding), % at 10 µM. 0.34% of 220,000 active. AID 1423; in the data active = response below about 60% or above about 140%; inactive = in between;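 note: Galphao activated as the GDP aluminium fluoride complex binding bead-coupled RGS8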
# ABCG2 block: human ABCG2 inhibition, ABCB1 as counter-screen; Q9UNQ0; IgMXP3 cells, JC-1 efflux, flow cytometry; inhibition, % at 6.6 µM; 0.1% of 190,000 active; AID 1325;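 active = inhibition above 80%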;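 note: 0% = DMSO and 100% = nicardipine control wells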
#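 Test system: ABCG2 IgMXP3 and barcoded ABCB1 CCRF-Adr cell mix; Schedule: cells with compound and JC-1, 10 min at 25 °C, rotating, no wash; Technique: flow cytometry of retained JC-1 fluorescence; Measure: % inhibition of efflux relative to nicardipine and DMSO; Controls: nicardipine high and DMSO low controls.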
# Mcl-1 Bim block: disrupts Bim peptide binding to human Mcl-1 | Q07820 | Bead-based flow cytometry, Bim peptide-Mcl-1 binding | inhibition, % at 10 µM | 0.1% of 190,000 active | AID 1009; in the data active = inhibition above about 40%;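 note: 0% = no compound tracer wells and 100% = peptide blocker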
# RGS7-Gao reg: regulators of human RGS7-Galphao interaction; binding response (% of control), % at 10 µM; 0.35% of 220,000 active; Multiplexed bead flow cytometry, RGS7-Galphao binding; actives lie on both sides; AID 1439; in the data active = binding response below about 49% or above about 150%; inconclusive = no clear call, values can overlap the other calls; inactive = in between;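 note: fluorescent Galphao held in activated GDP-AlF4 state binding bead-coupled RGS7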
# Avidin fluor: compound fluoresces at 488/530 nm on avidin beads; fluorescence (KMESF) at 10 µM; AID 1775; compound fluorescence 488/530 nm, flow cytometry; hits give high values; 0.38% of 220,000 active; in the data active = fluorescence above about 47; note: inactives centre near 10
# Mcl1-Noxa inh: Mcl-1/Noxa interaction inhibition. Q07820. TR-FRET Mcl-1/Noxa peptide binding, 2 h. inhibition, % at 21.7 µM. 1.5% of 220,000 active. AID 1022;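 active = compounds that cut the protein-peptide binding signal by more than 50% relative to plate controls in a single-dose test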;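 note: His-tagged Mcl-1 with rhodamine Noxa BH3 peptide and terbium anti-His antibody; 0% = Mcl-1 plus Noxa peptide wells and 100% = peptide-only wells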
# GSH fluor: GSH bead compound fluorescence profile. AID 1776. fluorescence (KMESF) at 10 µM. GSH beads flow cytometry, compound fluorescence 488/530 nm; hits give high values. 0.25% of 190,000 active; in the data active = fluorescence above about 89;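 note: glutathione beads carrying GST-tagged Bcl family fusion proteins plus one bare bead set; values are compound well signal with DMSO vehicle wells as background; inactives centre near 16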
# An asterisk follows results filed as active; ? = inconclusive; . = no result given.
entry	Molecule	Mcl1-Bid inh	Pf gametocyte	ABCB1 block	RGS4-Gao reg	RGS8-Gao	ABCG2 block
1	O=c1cnn(-c2ccccc2)c(-c2ccccc2)c1	-57	-6	-0.3	101	99	0
2	Cc1csc(NC(=O)CN2C(=O)C3CC=CCC3C2=O)n1 (centres undefined)	-18	.	0.2	99	100	7
3	COc1ccc(-n2c(C)cc(C(=O)Cn3nc(C(=O)O)c4ccccc4c3=O)c2C)cc1	8	-5	-0.5	108	109	-1
4	CCC1=C(OC(=O)c2ccccc2)C(C)(C)C(c2ccccc2)OC1=O (centres undefined)	-19	-4	0.9	101	104	12
5	Cc1ccc(C(=O)COC(=O)CNC(=O)C(c2ccccc2)c2ccccc2)cc1[N+](=O)[O-]	10	.	-0.1	97	95	-1
6	COc1ccc(N2CCN(C(=O)Cn3cnc4c3c(=O)n(C)c(=O)n4C)CC2)cc1	-28	-2	0.3	108	104	2
7	CCOc1ccc(CC2S/C(=N/N=C/c3ccco3)NC2=O)cc1 (centres undefined)	-67	7	-0.1	98	100	0
8	COc1cccc(-n2nnnc2SCC(=O)c2ccc(NC(C)=O)cc2)c1	-6	15	-0.1	100	99	0
9	Cc1nn(-c2ccccn2)c2c1-c1nc(N3CCOCC3)ncc1CC2	-1	.	-0.3	99	100	66
10	CN(C)CC(C(=O)c1ccccc1)c1ccccc1 (centres undefined)	6	.	-2.2	106	105	-1
11	O=C1CCCN1CCCNc1ncnc2c1cnn2-c1ccc(Cl)cc1	-2	.	-0.9	90	96	1
12	C=CC1=C(C(=O)O)N2C(=O)C(NC(=O)Cc3ccccc3)C2SC1 (centres undefined)	-18	.	-0.3	99	96	-1

entry	Mcl-1 Bim block	RGS7-Gao reg	Avidin fluor	Mcl1-Noxa inh	GSH fluor
1	-1	96	6	14	22
2	-2	99	21	12	23
3	-5	104	2	-2	8
4	-3	102	8	-21	34
5	-4	96	6	28	13
6	-1	102	10	22	13
7	-1	100	6	9	13
8	-1	100	8	22	53
9	-2	98	14	14	36
10	0	108	15	14	25
11	0	91	7	14	20
12	-4	98	31	22	19

# Additional structures
entry	Molecule	Mcl1-Bid inh	Pf gametocyte	ABCB1 block	RGS4-Gao reg	RGS8-Gao	ABCG2 block
13	Cc1ccc(-n2nc(C)c3c2OC(N)=C(C#N)C3c2ccc(C)o2)cc1 (centres undefined)	-23	.	0.1	92	100	1
14	Cc1[nH]c2ccccc2c1C(=O)COc1ccccc1	9	8	0.6	103	103	2
15	Cc1cc(C)n(-c2nc(N(C)C)nc(N(C)C)n2)n1	-5	.	0.8	102	102	2
16	Cn1cccc1/C=C1\SC(=S)N(Nc2ccccc2)C1=O	-6	-8	.	96	101	.
17	Cn1c(-c2sc3ccccc3c2Cl)n[nH]c1=S	-26	6	0.7	100	95	10
18	CN(CC(=O)Nc1ccccc1C(=O)N1CCCC1)S(=O)(=O)c1ccc(Cl)cc1	-7	12	0.9	102	101	1
19	O=C(Nc1nccs1)C1CCN(S(=O)(=O)c2cnc[nH]2)CC1	-7	3	0.6	102	101	0
20	CC(=O)Nc1ccc(OS(=O)(=O)c2cc(Cl)ccc2C)cc1	-13	-30	0.3	100	98	5
21	CC(C)(C)C(=O)COC(=O)C1CC(=O)N(c2ccccc2)C1 (centres undefined)	9	-27	0.9	98	94	3
22	CC(NC(=O)/C=C/c1ccco1)c1nc2ccccc2n1Cc1c(Cl)cccc1Cl (centres undefined)	8	5	6.8	104	102	1
23	NC(=O)c1ccccc1Nc1nc2nc3ccccc3c(=O)n2cc1Br	-4	.	.	99	99	.
24	Cc1ccc(-c2csc(CC(N)=O)n2)cc1	-9	0	0.1	94	97	1

entry	Mcl-1 Bim block	RGS7-Gao reg	Avidin fluor	Mcl1-Noxa inh	GSH fluor
13	-37	91	8	27	48
14	0	103	16	7	10
15	2	109	37	4	16
16	.	?	7	15	.
17	-7	102	10	23	27
18	-3	100	35	-3	19
19	0	102	29	-5	23
20	-1	97	9	11	25
21	0	102	6	-1	13
22	-3	113	17	24	11
23	.	?	6	9	.
24	0	93	20	8	9

# 4 entries already listed, arranged by the number in RGS8-Gao, largest number first.
nr | SMILES | RGS8-Gao
14 | Cc1[nH]c2ccccc2c1C(=O)COc1ccccc1 | 103
19 | O=C(Nc1nccs1)C1CCN(S(=O)(=O)c2cnc[nH]2)CC1 | 101
20 | CC(=O)Nc1ccc(OS(=O)(=O)c2cc(Cl)ccc2C)cc1 | 98
24 | Cc1ccc(-c2csc(CC(N)=O)n2)cc1 | 97

# Later entries.
entry	Molecule	Mcl1-Bid inh	Pf gametocyte	ABCB1 block	RGS4-Gao reg	RGS8-Gao	ABCG2 block
25	Cc1ccc(OCCCNC2CCCC2)cc1	22	2	0.5	100	99	6
26	Cn1c(=O)[nH]c(=O)c2c1nc(SCCN1CCOCC1)n2CCCc1ccccc1	-18	.	0.3	102	104	2
27	O=C(NCCCN1CCCC1=O)C1CCN(S(=O)(=O)N2CCOCC2)CC1	-14	.	0.1	91	96	0
28	O=C(CN(C(=O)CCC(=O)Nc1nccs1)c1cccc(F)c1)NCC1CCCO1 (centres undefined)	2	-4	1.7	105	98	21
29	COc1cccc(-n2nnnc2SCC(=O)NCc2ccc3c(c2)OCO3)c1	-39	9	-0.2	102	101	3
30	Cc1nn(CCC#N)c2nc(-c3ccccc3)cc(C(F)(F)F)c12	-8	.	0.1	103	101	49
31	O=C(NNC(=O)c1cccc(Br)c1)Nc1ccc(Cl)cc1	-15	.	-0.5	100	102	-1
32	Cn1c(=O)c(=O)n(C)c2cc(S(=O)(=O)NCCc3ccccc3)ccc21	-10	.	0.5	100	99	4
33	O=C(Nc1cc2c(cc1Cl)OCCCO2)c1ccco1	-43	5	0.4	101	103	4
34	O=S(=O)(Nc1ccn(-c2ccccc2)n1)c1ccc(Br)cc1	2	13	0.4	101	93	2
35	Cc1ccc(C(=O)N2C(=S)C(c3ccc(F)cc3)=NC23CCN(C)CC3)cc1	-17	-7	0.4	100	99	3
36	CCN(C(=O)c1ccc2c(Cl)c3c(nc2c1)CCC3)c1cccc(C)c1	12	.	8.6	102	101	32

entry	Mcl-1 Bim block	RGS7-Gao reg	Avidin fluor	Mcl1-Noxa inh	GSH fluor
25	-7	98	11	5	19
26	0	102	6	14	14
27	-2	92	35	-5	13
28	-10	116	59*	-2	37
29	-4	101	15	16	31
30	-2	103	16	2	27
31	0	99	8	11	8
32	-3	98	12	23	39
33	2	99	4	0	5
34	-3	99	26	12	18
35	-9	100	13	12	12
36	-3	100	6	-3	13

# Later entries
entry	Molecule	Mcl1-Bid inh	Pf gametocyte	ABCB1 block	RGS4-Gao reg	RGS8-Gao	ABCG2 block
37	O=C(COC(=O)c1cccc(Cl)c1Cl)NCCN1C(=O)CSC1=O	-25	.	0.3	97	102	4
38	Cc1sc(NC(=O)c2ccco2)c(C(c2cccnc2)N2CCN(CCO)CC2)c1C (centres undefined)	-29	11	0.0	104	106	-1
39	Nc1nc(NC(=O)/C=C/c2ccc(F)cc2)nn1-c1ccccc1	-45	11	.	102	100	.
40	Cc1[nH]c2ccc(Br)cc2c(=O)c1CN1CCCCC1	-19	10	0.4	117	108	1
41	O=c1c2c3c(sc2nc2n1CCCC2)CCC3	-20	.	0.2	99	101	3
42	Cc1ccc(-n2c3c(cc(C(=O)O)c2=O)C(=O)CC(C)(C)C3)cc1	10	.	0.1	100	103	0
43	O=C(Nc1cccc(F)c1)N(Cc1ccc(Cl)cc1)CC(O)C(F)(F)F (centres undefined)	3	-3	0.6	104	105	5
44	O=C(CCc1ccccc1)Nc1cc2c(cc1Cl)OCCO2	-21	.	0.2	118	123	1
45	COc1cccc(-c2ccc(C#N)c(=O)[nH]2)c1	-15	.	0.5	101	100	17
46	C=CCN(C(=O)C1=NN(C2CCS(=O)(=O)C2)C(=O)CC1)c1nc(-c2ccc([N+](=O)[O-])cc2)cs1 (centres undefined)	-27	-18	0.2	105	105	0
47	c1ccc(N=Nc2cn[nH]c2-c2ccco2)cc1	5	.	0.5	99	98	10
48	N=C1/C(=C/c2cccn2-c2cccc([N+](=O)[O-])c2)C(=O)N=C2SC=CN12	72*	.	3.9	102	104	11

entry	Mcl-1 Bim block	RGS7-Gao reg	Avidin fluor	Mcl1-Noxa inh	GSH fluor
37	-4	100	14	5	9
38	-3	105	11	3	14
39	.	?	3	-52	.
40	0	107	20	-14	11
41	3	99	9	5	4
42	-2	101	18	12	34
43	0	105	12	5	27
44	-2	118	4	-13	9
45	1	100	10	19	21
46	0	104	11	-2	24
47	0	96	10	30	17
48	-9	103	6	65*	11

# Further structures
entry	Molecule	Mcl1-Bid inh	Pf gametocyte	ABCB1 block	RGS4-Gao reg	RGS8-Gao	ABCG2 block
49	O=C(c1ccc(S(=O)(=O)N2CCOCC2)cc1)N1CCN(c2ccccc2)CC1	-32	-6	0.5	105	105	1
50	CCOC(=O)CSc1ccc(-c2nc3ccccc3[nH]2)cn1	-13	.	1.5	104	105	19
51	CCOCN(C(=O)Cn1cnc2ccccc21)c1c(C)cccc1CC	-24	-40	0.3	99	99	0
52	O=C(CC1SC(=Nc2ccc(OC(F)F)cc2)N(CCN2CCOCC2)C1=O)Nc1ccc(F)cc1F (centres undefined)	-8	8	1.8	101	99	5
53	CCOC(=O)C1CCCN(C(=O)Cc2c(C(=O)O)[nH]c3ccccc23)C1 (centres undefined)	-69	2	0.3	101	101	1
54	O=C(Nc1ccc(N2CCCC2)c(Cl)c1)c1cccnc1	-27	.	-0.6	97	101	-1
55	CC(C)n1c(SCC(=O)N2CCN(C(=O)c3ccco3)CC2)nc2c1c(=O)n(C)c(=O)n2C	-13	2	.	99	103	.
56	CCC(C)N=C1CC(C)(C)CC(=O)/C1=C(/O)Cc1ccccc1 (centres undefined)	-8	13	0.2	103	104	-5
57	CC(C)C(=O)NNC(=O)CSc1nnnn1C(C)C	-51	.	0.3	100	100	0
58	COC(=O)COc1nc(C)c(Br)c(OC)n1	-19	.	0.3	98	101	1
59	Cc1cnc(NC(=O)Cc2cccs2)s1	2	-10	0.6	99	106	3
60	O=C(NCCn1cc(SCC(=O)N2CCOCC2)c2ccccc21)c1ccccc1	-30	.	0.8	101	102	2

entry	Mcl-1 Bim block	RGS7-Gao reg	Avidin fluor	Mcl1-Noxa inh	GSH fluor
49	-3	106	17	-13	23
50	0	106	9	51*	12
51	0	98	13	-3	26
52	2	?	10	-11	12
53	0	98	24	12	10
54	-4	96	24	23	18
55	.	?	9	-19	.
56	-4	102	6	0	9
57	2	100	11	-3	10
58	0	95	9	7	55
59	0	103	13	17	12
60	0	100	7	-5	19

# Screening results deposited in PubChem by several laboratories.
